Assay outcomes: PubChem, National Center for Advancing Translational Sciences (NCATS)
POLK inh = blocks human DNA polymerase kappa activity; Q9UBT6; Potency, µM (titrated, usually from 107 µM), for inactives: top-dose activity, negative = inhibition, actives largely listed as inhibitors; purified Pol kappa, fluorescent DNA synthesis assay, 10 min; hit rate 0.53% among 400,000; also: potency is read from the fitted curve at half-maximal effect; % is scaled to controls: 0 for no effect and ±100 for the full control effect
Target sequence (Q9UBT6 whole entry, looked up): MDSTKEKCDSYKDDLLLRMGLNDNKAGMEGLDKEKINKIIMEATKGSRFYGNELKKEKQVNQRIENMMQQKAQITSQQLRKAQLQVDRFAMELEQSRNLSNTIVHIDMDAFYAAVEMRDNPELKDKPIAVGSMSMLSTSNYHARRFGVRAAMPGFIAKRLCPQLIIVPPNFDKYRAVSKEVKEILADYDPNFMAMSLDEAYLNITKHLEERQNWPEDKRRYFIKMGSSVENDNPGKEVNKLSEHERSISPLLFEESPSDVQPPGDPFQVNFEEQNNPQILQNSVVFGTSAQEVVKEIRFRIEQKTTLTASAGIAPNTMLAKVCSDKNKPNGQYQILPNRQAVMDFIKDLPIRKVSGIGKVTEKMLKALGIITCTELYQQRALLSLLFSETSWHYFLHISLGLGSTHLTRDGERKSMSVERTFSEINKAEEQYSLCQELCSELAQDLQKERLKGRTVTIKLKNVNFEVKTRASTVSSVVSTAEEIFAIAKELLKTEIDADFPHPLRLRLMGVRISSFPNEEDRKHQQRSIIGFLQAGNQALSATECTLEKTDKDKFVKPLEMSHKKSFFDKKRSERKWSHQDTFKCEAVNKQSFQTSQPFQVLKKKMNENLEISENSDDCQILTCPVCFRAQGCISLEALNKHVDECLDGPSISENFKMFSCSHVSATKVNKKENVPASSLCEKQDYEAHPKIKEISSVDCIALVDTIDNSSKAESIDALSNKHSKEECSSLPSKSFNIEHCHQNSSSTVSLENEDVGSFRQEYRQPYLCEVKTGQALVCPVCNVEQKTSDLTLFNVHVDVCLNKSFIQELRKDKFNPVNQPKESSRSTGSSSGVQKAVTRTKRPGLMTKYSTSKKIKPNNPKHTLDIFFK
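Activity was followed as the change in fluorescence between reads at 0 and 10 min after starting the reaction with 50 nM substrate. Beforehand, 10 nM polymerase had been preincubated with compound for 15 min at room temperature.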
BLM helicase inh = Bloom syndrome helicase (human) inhibition; recombinant BLM DNA unwinding, fluorescence dequenching; hit rate 0.2% among 350,000; Potency, µM (highest dose often 56.1 µM), for inactives: at the highest dose activity change, negative = inhibition, most hits filed as inhibitors; P54132;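 also: potency is read from the fitted curve at half-maximal effect; plate controls were vehicle for no effect and no enzyme for full effect; nearly all actives have a fitted effect of over 35% in size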
Anesthetic bind = binds horse apoferritin like a general anesthetic; P02791; apoferritin/1-aminoanthracene competitive binding, fluorescence; Potency, µM (top dose mostly 77.5 µM), without a hit: top-dose activity change, negative = displacement, usual class: inhibitors; hit rate 0.074% among 350,000; AID 485281; also: potency is read from the fitted curve at half-maximal effect; % is scaled to controls: 0 for no effect and ±100 for the full control effect; nearly all actives have a fitted effect of over 20% in size
Target sequence (P02791 2-175 limits assumed): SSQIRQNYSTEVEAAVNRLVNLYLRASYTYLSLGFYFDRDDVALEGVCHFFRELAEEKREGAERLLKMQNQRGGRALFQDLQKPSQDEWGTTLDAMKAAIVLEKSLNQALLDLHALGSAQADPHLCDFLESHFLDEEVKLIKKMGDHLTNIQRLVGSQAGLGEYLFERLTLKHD
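10 uM apoferritin + 50% sat. 1-AMA, PBS; cpd 10 min RT; Ex380/Em535 endpoint; normalized to free probe vs complex; 4-param Hill fit; propofol titration as pos. ctrl.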
POLB inh = blocks human DNA polymerase beta activity | Pol beta primer extension/strand displacement, fluorescence kinetic | Potency, µM (series often up to 114 µM), for inactives: at the top dose activity change, negative = inhibition, most hits filed as inhibitors | P06746 | hit rate 1.3% among 340,000; also: potency is read from the fitted curve at half-maximal effect; % is scaled to controls: 0 for no effect and ±100 for the full control effect
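Reaction started by 50 nM substrate onto compound-treated Pol beta (10 nM, 15 min preincubation, room temperature); plates read at 0 min and 10 min. Normalized concentration-effect data fitted by four-parameter Hill equation.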
LDHA inh = inhibitors of human lactate dehydrogenase A; P00338; purified LDHA, NADH/diaphorase-resazurin fluorescence; hits give low values; activity change, % (values are at about 110 or 230 µM); hit rate 0.15% among 480,000; AID 1347041; in the data active = activity change below about -30%; inconclusive = mostly about -25% to -30%;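 also: plate controls were DMSO wells for no effect and wells without enzyme for full effect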
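Human LDH5 (2 nM) was incubated with 0.06 mM NADH and 0.2 mM pyruvate for 5 min at room temperature in Tris pH 7.4. Remaining NADH was coupled through diaphorase/resazurin, and resorufin fluorescence was read at 0 and 20 min.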
Glioma ERSR ind = ER stress response induction in glioma. Potency, µM, without a hit: at the top dose activation, hits mostly activators. U87-MG GRP78 promoter luciferase reporter, 16 h. hit rate 0.02% among 420,000. AID 602332; also: potency is read from the fitted curve at half-maximal effect; series mostly up to about 76 µM; % of control where 0% means no effect; nearly all actives have a fitted effect of over 35% in size
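Stably transfected U87-MG glioma cells carrying a GRP78-based luciferase sensor; 16 h compound incubation. Luminescence end-point read 10 min after Bright-Glo addition at room temperature.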
Pol eta inh = inhibitors of human DNA polymerase eta; Potency, µM (titrated, usually from 114 µM), for inactives: at the top dose activity change, negative = inhibition, most hits filed as inhibitors; AID 588591; recombinant Pol eta, fluorescent DNA replication assay; Q9Y253; hit rate 1.2% among 390,000; also: potency is read from the fitted curve at half-maximal effect; % is scaled to controls: 0 for no effect and ±100 for the full control effect
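Fluorescent replication assay: 50 nM final substrate added after a 15 min room-temperature compound preincubation with 10 nM enzyme. Signal taken at 0 min and again at 10 min.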
Pol iota inh = blocks human DNA polymerase iota activity | Pol iota fluorescent replication assay, 10 min | Potency, µM (series often up to 115 µM), inactives show top-dose activity, negative = inhibition, most hits filed as inhibitors | AID 588590 | hit rate 1% among 390,000 | Q9UNA4; also: potency is read from the fitted curve at half-maximal effect
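Pol iota at 10 nM preincubated 15 min with compounds at room temperature; reaction started with fluorescent substrate, 50 nM final. Fluorescence read kinetically at 0 and 10 min; buffer-only wells as negative control.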
APE1 inh = inhibitors of human APE1 endonuclease | P27695 | Potency, µM (doses to about 65.8 µM), for inactives: at the top dose activity change, negative = inhibition, most hits filed as inhibitors | hit rate 0.35% among 350,000 | AID 2517 | recombinant APE1, TAMRA/BHQ-2 abasic DNA cleavage fluorescence;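 also: potency is read from the fitted curve at half-maximal effect; plate controls were vehicle for no effect and reference inhibitor for full effect; nearly all actives have a fitted effect of over 55% in size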
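Kinetic fluorescence read (525 ex/598 em nm, three reads 60 s apart) of AP-site incision; signal = third minus first read. Enzyme 0.75 nM, dual-labelled THF duplex 50 nM, compound preincubation 15 min RT.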
Numbers without * were called inactive; ? = inconclusive; · = not tested or not shown; & = joins results of further samples; [ ] = remark or other dose. Unless noted, calls follow the shape of the dose curve; as a rule, active = well fitted curve in the direction sought with a large enough effect; inconclusive = small, poorly fitted or top-dose-only effect, or another doubt; inactive = no such curve, though single readings can be large; an effect the other way counts as inactive or inconclusive.

Values run as follows: POLK inh, BLM helicase inh, Anesthetic bind, POLB inh, LDHA inh, Glioma ERSR ind, Pol eta inh, Pol iota inh, APE1 inh
> CCc1ccccc1NC(=O)CSc1nc2ccccc2n1CC(=O)N(C)C
→ -7%, 0%, 5%, ?, -2, -1%, -11%, 5%, -5%
> O=C(CN1C(=O)C2CCCCN2c2ccc(C(=O)N3CCCC3)cc21)NCc1cccc(Cl)c1 (stereo unspecified)
→ -10%[60.1 µM], 0%, 1%, -2%, -5, -4%, ?, 24%, ·
> Cc1ccccc1NC(=O)c1c(C)[nH]c(=S)c(C#N)c1-c1ccc(Cl)cc1
→ -2%, -1%, -2%, 7%, -9, -8%, -18%, ?, 3%
> COc1ccc(CNc2ccnc(-c3cccc(C#N)c3)n2)c(OC)c1
→ -6%[60.1 µM], -6%, ·, ·, ·, -2%, ·, ·, -11%
> CC(=O)NC(CC(=O)O)C(=O)NC(CCC(=O)O)C(=O)O (stereo unspecified)
→ 1%[60.1 µM], 1%, -1%, ·, ·, -4%, ·, ·, 2%
> C=CCNCC(O)COc1ccc(C(C)=O)cc1OC (stereo unspecified)
→ -9%, -2%, 13%, ?, -18, -2%, -22%, 13%, 3%
> Cc1c(-c2ccccc2)[n+](=O)c(-c2ccc(Br)cc2)c(C)n1[O-]
→ 7%, -1%, 13%, 9%, 2&-13, 1%, -10%, 20%, 22%
> Cc1cc(C(=O)COC(=O)C2COc3ccccc3O2)c(C)n1CC1CCCO1 (stereo unspecified)
→ -16%, -3%, -4%, -3%, -5, -1%, -12%, 5%, 10%
> O=C(OCC(=O)N1CCc2ccccc21)c1ccc(Br)o1
→ -23%, ·, ·, ·, -2, -2%, -5%, -1%, 6%
> O=C(O)C1CCC(=O)N1Cc1ccccc1Cl (stereo unspecified)
→ -7%, -1%, 4%, -2%, -2, -3%, -7%, 9%, -1%
> CCOCCCNC(=O)c1ccc2c(=O)n(CCc3ccc(OC)c(OC)c3)c(=O)[nH]c2c1
→ -8%[60.1 µM], -7%, -7%, 32%[activator], -13, -2%, -16%, 14%, ·
> CC(C)CCNC(=O)NC(=O)COc1ccccc1C#N
→ -11%, -4%, -9%, 4%, -7, -1%, 2%, 12%, -3%
> Cc1ccsc1C(=O)OCC(=O)Nc1sccc1C(N)=O
→ -15%, -1%, -8%, -16%, -6, 3%, -15%, -7%, -6%
> COc1cc(C(=O)N2CCN(Cc3ccccc3C(F)(F)F)CC2)cc(OC)c1OC
→ -11%, 0%, -20%, 6%, -18, 1%, -11%, 13%, 1%
> O=C(N/C(=C/c1ccc(Br)cc1)C(=O)N1CCOCC1)c1cccs1
→ -6%, -6%, -6%, 6%, -12, -7%, -8%, 29%, -17%
> CCOC(=O)/C=C/C(=O)Nc1ccc(S(=O)(=O)N(C)c2ccccc2)cc1
→ -22%, -13%, ?, -24%, -1, -6%, ?, -14%, -6%
> O=C(Nc1cccc2ccccc12)c1ccccc1NS(=O)(=O)c1cccc2cccnc12
→ -1%, -7%, -10%, 9%, -4, 8%, -4%, 29%, -5%
> CCC(=O)Nc1ccc2oc(-c3cccnc3)nc2c1
→ -14%, 1%, -4%, 5%, 3&-3, 7%, -9%, 107%[activator], -4%
> CCOc1cc(CO)ccc1OCC(=O)N1CCCCC1
→ 2%, -2%, -1%, 2%, -12, -4%, -12%, 9%, 0%
> COc1ccc(NC(=O)COC(=O)CC2Sc3ccccc3NC2=O)cc1 (stereo unspecified)
→ -15%, ·, ·, ·, -5, 4%, 2%, 55%[activator], -13%
> CN(C)c1ccc(/C=C2\C(=N)N3N=C(CC(=O)N4CCCCC4)SC3=NC2=O)cc1
→ ?, -9%, -10%, ?, 1, -4%, ?, 50µM*, -14%
> COc1ccc(S(=O)(=O)N2CCOCC2)cc1C(=O)N1CCCC1
→ 3%, -5%, -3%, 35%, -1, -3%, -19%, 0%, 1%
> Cc1ccc(-c2nc3c4ccccc4ccn3c2CN2CCCCC2)cc1
→ -8%, 1%, 6%, 19%, 2, 7%, 0%, ?, ?
> Cc1ccc(CN2C(=O)CCC2C(=O)NCc2ccccc2Cl)cc1 (stereo unspecified)
→ -1%, -9%, -5%, -13%, 0, -1%, -14%, 4%, 5%
> O=C(Cn1nc(-c2ccccc2)c2ccccc2c1=O)Nc1ccc(O)cc1
→ 6%, 0%, -1%, 11%, 5&-9, -3%, -21%, 25%, 0%
> CC[C@@]1(C(=O)OC)N[C@H](CN(C)S(=O)(=O)c2ccc(F)cc2)[C@@H]2C(=O)N(C)C(=O)[C@@H]21
→ -1%, ·, ·, ·, -2, -3%, -17%, ?, 12%
> COCC(C)OC(=O)c1c(N)n(-c2ccc(OC)c(OC)c2)c2nc3ccccc3nc12 (stereo unspecified)
→ 11%, -2%, 3%, -4%, -1, -6%, -16%, 49%[activator], -1%
> OCC1OC(n2cnc3c(NO)ncnc32)C(O)C1O (stereo unspecified)
→ 5%, ·, ·, ·, 8, -4%, ·, 4%, ·
> O=C(CCC(=O)c1ccc(F)cc1)Nc1cccc(Br)c1
→ -9%[60.1 µM], 1%, 7%, 28%, -2, -5%, -3%, -4%, -6%
> CCOc1ccc(S(=O)(=O)N2CCC(C(=O)Nc3ccc(C)c(S(=O)(=O)N4CCOCC4)c3)CC2)cc1
→ 4%, ·, ·, ·, 1, 2%, -17%, 15%, ·
> Cc1ccc(NC(=O)CN2CCC3(O)CCCCC3C2c2ccc3c(c2)OCO3)c(C)c1 (stereo unspecified)
→ -17%, -3%, -12%, -6%, -6, 0%, -17%, 38%[activator], -1%
> CCOC(=O)c1c(NC(=O)/C=C/c2ccc(C)cc2)sc2c1CCCC2
→ -5%, -3%, 0%, 10%, -12, -3%, -3%, 7%, ·
> CN(C)c1cc(-c2cccc([N+](=O)[O-])c2)oc(=O)c1Cl
→ 1%, -1%, 3%, 11%, 0, -11%, ?, 37%[activator], -5%
> C=CCn1c(SCC(=O)NC(=O)Cc2ccccc2)nnc1-c1ccccc1F
→ -14%, ·, ·, ·, -6, -3%, -23%, 47%[activator], 9%
> CCc1ccc(C2CC(=O)c3c([nH]c(C(=O)OCc4ccc(C)cc4)c3C)C2)cc1 (stereo unspecified)
→ -6%, -8%, -2%, -24%, -9, -5%, 1%, 26%, ·
> C=CCn1cccc(C(=O)Nc2ccc(OC)c(Cl)c2)c1=O
→ -8%, -7%, -10%, 17%, -8, 1%, -12%, 47%[activator], -2%
> CC(=O)C1=C(O)C(=O)N(c2ccc(C(=O)O)cc2)C1c1ccc([N+](=O)[O-])cc1 (stereo unspecified)
→ -3%, 1%, -2%, 15%, 0, 0%, 3%, 12%, 14%
> Cc1onc(-c2c(Cl)cccc2Cl)c1C(=O)N=C(N)N1CC(C)OC(C)C1 (stereo unspecified)
→ -34%, -2%, -7%, ?, 0, -2%, 1%, ?, -3%
> CCOc1ccc2nc(N3CCCC(C(=O)NCCc4ccc(SC)cc4)C3)sc2c1 (stereo unspecified)
→ -6%, -3%, 0%, 6%, -9, -3%, -5%, 15%, ·
> C=C(C)Cn1c(=O)c2c(nc3n2CCN3c2cc(C)cc(C)c2)n(C)c1=O
→ -6%, -9%, -2%, -13%, -15, -1%, -9%, 79µM*, ·

A second format for two compounds above:
| SMILES | POLK inh | BLM helicase inh | Anesthetic bind | POLB inh | LDHA inh | Glioma ERSR ind | Pol eta inh | Pol iota inh | APE1 inh |
| --- | --- | --- | --- | --- | --- | --- | --- | --- | --- |
| CCOC(=O)c1c(NC(=O)/C=C/c2ccc(C)cc2)sc2c1CCCC2 | -5% | -3% | 0% | 10% | -12 | -3% | -3% | 7% | · |
| CCc1ccc(C2CC(=O)c3c([nH]c(C(=O)OCc4ccc(C)cc4)c3C)C2)cc1 (stereo unspecified) | -6% | -8% | -2% | -24% | -9 | -5% | 1% | 26% | · |

Other structures:
Values run as follows: POLK inh, BLM helicase inh, Anesthetic bind, POLB inh, LDHA inh, Glioma ERSR ind, Pol eta inh, Pol iota inh, APE1 inh
> O=C(/C=C/Sc1ncn[nH]1)c1ccc(Cl)cc1
→ -1%, -5%, -23%, 1%, -1, -16%, ?, -15%, 3%
> CC1(C)OC(=O)N(c2cccnc2)C1(C)O (stereo unspecified)
→ -3%, -6%, -4%, -23%, -3, -2%, -2%, 8%, 0%
> Cc1nc(NCCc2ccccc2)sc1C(=O)N(C)C
→ 7%, -1%, ?, 70%, -5, 7%, -18%, -13%, 3%
> Cc1ccc(NC(=O)CSc2ccc(-c3ccccn3)nn2)cc1F
→ 19%&6%, -3%&0%, -17%&-20%, 6%&16%, -2&-3, -1%&-1%, -12%&-15%, 33%&5%[activator], -15%
> CN1CCN(c2ncc3ncc(=O)n(C[C@H]4CCCO4)c3n2)CC1
→ -8%[60.1 µM], 5%, ·, ·, ·, 0%, ·, ·, 14%

Whole records from above. Values in the order: POLK inh | BLM helicase inh | Anesthetic bind | POLB inh | LDHA inh | Glioma ERSR ind | Pol eta inh | Pol iota inh | APE1 inh
`Cc1nc(NCCc2ccccc2)sc1C(=O)N(C)C` in the list: 7% | -1% | ? | 70% | -5 | 7% | -18% | -13% | 3%
`O=C(/C=C/Sc1ncn[nH]1)c1ccc(Cl)cc1` in the list: -1% | -5% | -23% | 1% | -1 | -16% | ? | -15% | 3%
`CN1CCN(c2ncc3ncc(=O)n(C[C@H]4CCCO4)c3n2)CC1` in the list: -8%[60.1 µM] | 5% | · | · | · | 0% | · | · | 14%
`Cc1ccc(NC(=O)CSc2ccc(-c3ccccn3)nn2)cc1F` in the list: 19%&6% | -3%&0% | -17%&-20% | 6%&16% | -2&-3 | -1%&-1% | -12%&-15% | 33%&5%[activator] | -15%

3 entries already listed, ordered by the number in POLK inh, descending:
SMILES	POLK inh	BLM helicase inh	LDHA inh	Glioma ERSR ind	Pol eta inh	Pol iota inh	APE1 inh
Cc1nc(NCCc2ccccc2)sc1C(=O)N(C)C	7%	-1%	-5	7%	-18%	-13%	3%
O=C(/C=C/Sc1ncn[nH]1)c1ccc(Cl)cc1	-1%	-5%	-1	-16%	?	-15%	3%
CC1(C)OC(=O)N(c2cccnc2)C1(C)O (stereo unspecified)	-3%	-6%	-3	-2%	-2%	8%	0%

These rows are one share of the data. The share of hits here may be higher or lower than overall.
